# CHRM1 antagonist: blocks human M1 muscarinic receptor | P11229 | CHO-K1 hM1, Fluo-8 calcium fluorescence, ACh EC80 antagonist | inhibition, % at 3 µM | hit rate 1.3% among 360,000;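 active means percent inhibition above its own plate's cutoff, namely the mean of that plate's compound wells plus 3 SD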;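 further: peak over basal fluorescence ratio during 140 s after agonist addition; 0% = ACh EC80 plus DMSO and 100% = DMSO alone without agonist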
# Target sequence (P11229 whole entry, looked up): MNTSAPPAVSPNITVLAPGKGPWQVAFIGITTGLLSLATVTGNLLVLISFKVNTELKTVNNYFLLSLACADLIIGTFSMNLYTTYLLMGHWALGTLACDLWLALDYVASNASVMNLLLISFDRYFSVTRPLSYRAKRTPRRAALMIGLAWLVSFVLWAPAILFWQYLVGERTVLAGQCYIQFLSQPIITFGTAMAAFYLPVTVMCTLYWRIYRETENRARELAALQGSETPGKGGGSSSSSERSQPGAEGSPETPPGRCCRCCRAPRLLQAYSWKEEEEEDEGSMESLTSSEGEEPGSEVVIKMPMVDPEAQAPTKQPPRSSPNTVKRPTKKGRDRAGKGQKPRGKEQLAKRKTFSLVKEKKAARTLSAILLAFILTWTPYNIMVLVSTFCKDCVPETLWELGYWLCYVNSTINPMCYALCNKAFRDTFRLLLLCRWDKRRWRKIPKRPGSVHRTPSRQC
# CRFBP-R2 agonist: CRF-BP/CRF-R2 complex agonism; HEK293 CRF-R2/CRF-BP, calcium dye fluorescence (FLIPR); percent of saturating CRF peptide response; activation, % at 13.2 µM; hit rate 0.46% among 350,000;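 active means activation of at least 50%, plus an integration ratio under a set limit after plate pattern correction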;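 further: plate controls were neutral control wells without compound for no effect and CRF at EC100 for full effect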
# CHRM4 agonist: CHRM4 agonism in calcium assay | hit rate 0.14% among 360,000 | activation, % at 3 µM | CHO-K1 hM4/Gqi5, Fluo-8 calcium fluorescence; vehicle 0%, full acetylcholine response 100%;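 active means activation above the run mean over all test wells plus 3 SD, cut at about 32% in these data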;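 further: peak over basal fluorescence ratio per well then scaled between controls; 0% = DMSO wells and 100% = acetylcholine at EC100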
# M4 antag: antagonists of human muscarinic M4 receptor (CHRM4); P08173; CHO-hM4 cells, ACh EC80, Fluo-8 calcium fluorescence; inhibition, % at 3 µM; hit rate 0.73% among 360,000; AID 624125;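 active means inhibition above its plate's cutoff, the mean inhibition of sample wells plus 3 SD, cut at about 27% in these data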;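 further: 0% = acetylcholine EC80 with DMSO and 100% = DMSO without agonist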
# CHRM1 PAM: positive allosteric modulators of human M1 muscarinic receptor; CHO-K1 hM1, Fluo-8 calcium fluorescence, ACh EC20; 0% = ACh EC20, 100% = maximal ACh; activation, % at 3 µM; hit rate 0.088% among 360,000; AID 588819; in the data active means activation above about 19%, passing the limit was not always enough
# M4 PAM: positive allosteric modulators of human muscarinic M4 receptor; CHO-K1 hM4/Gqi5, Fluo-8 calcium fluorescence, ACh EC20; 0% = ACh EC20, 100% = maximal ACh; AID 624126; P08173; hit rate 0.4% among 360,000; activation, % at 3 µM;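 active means activation above its plate's cutoff, the mean activation of sample wells plus 3 SD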; further: some results filed as inactive read as strong as hits
# CHRM5 antagonist: antagonists of human muscarinic M5 receptor (CHRM5). P08912. CHO-hM5 cells, Fluo-8 calcium fluorescence, ACh EC80. inhibition, % at 3 µM. hit rate 0.59% among 360,000. AID 624040;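 active means inhibition above a per-plate cutoff, the mean of that plate's test compounds plus 3 SD, cut at about 27% in these data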;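 further: 0% = acetylcholine EC80 with DMSO and 100% = DMSO without agonist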
# Target sequence (P08912 whole entry, looked up): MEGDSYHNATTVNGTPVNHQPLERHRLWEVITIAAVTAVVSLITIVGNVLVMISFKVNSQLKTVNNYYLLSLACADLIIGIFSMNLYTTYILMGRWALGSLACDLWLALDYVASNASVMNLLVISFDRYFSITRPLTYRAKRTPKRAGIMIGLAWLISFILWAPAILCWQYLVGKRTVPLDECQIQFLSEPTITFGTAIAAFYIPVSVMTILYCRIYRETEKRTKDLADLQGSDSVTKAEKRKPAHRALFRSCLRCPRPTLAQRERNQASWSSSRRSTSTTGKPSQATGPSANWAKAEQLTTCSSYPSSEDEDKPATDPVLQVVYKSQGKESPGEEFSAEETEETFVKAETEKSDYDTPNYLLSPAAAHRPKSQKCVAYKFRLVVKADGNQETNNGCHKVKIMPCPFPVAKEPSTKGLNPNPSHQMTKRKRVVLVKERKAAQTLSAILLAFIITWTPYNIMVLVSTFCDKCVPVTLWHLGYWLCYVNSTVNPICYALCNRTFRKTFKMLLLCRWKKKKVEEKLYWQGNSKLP
# M5 ag: CHRM5 agonism in calcium assay. P08912. CHO-K1 hM5 cells, Fluo-8 calcium fluorescence; 0% DMSO wells, 100% maximal acetylcholine response. activation, % at 3 µM. hit rate 0.19% among 360,000;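 active means activation above the run's mean over test compounds plus 3 SD, cut at about 23% in these data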;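 further: signal is peak over basal fluorescence ratio across the kinetic read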
# CHRM5 PAM: CHRM5 positive allosteric modulation; CHO-K1 hM5, Fluo-8 calcium, ACh EC20 PAM; 0% = ACh EC20, 100% = ACh EC100; activation, % at 3 µM; hit rate 0.3% among 360,000; AID 624038;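 active means activation above the run cutoff, the mean activation of all test compounds plus 3 SD, cut at about 18% in these data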
#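 Probe or stimulus: acetylcholine, EC20 level; Assay system: human M5 receptor in CHO-K1 cells; Schedule: compound preincubation 140 s before EC20 acetylcholine addition; Technique: intracellular calcium via Fluo-8 fluorescence; Dosing: single-point, 3 µM nominal; Read-out basis: percent activation from peak-over-basal fluorescence ratio, scaled EC20-to-EC100 acetylcholine; Repeats: one well per compound, no replicates.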
# * marks the source's active call; other numbers are inactive results; / = no result given.
SMILES,CHRM1 antagonist,CRFBP-R2 agonist,CHRM4 agonist,M4 antag,CHRM1 PAM,M4 PAM,CHRM5 antagonist,M5 ag,CHRM5 PAM
Cc1ccc(-n2nnnc2SCC(=O)N(CC(C)C)c2c(N)n(CC(C)C)c(=O)[nH]c2=O)cc1,-11.9,0.7,0.9,-2.3,12.3,10.5,8.7,-4.2,1.8
CC(C)(C)C(=O)c1cnc(Nc2ccccc2)s1,5.0,0.0,-1.9,6.0,0.7,6.4,-5.2,-2.4,-3.3
CC(=O)Nc1ccccc1C(=O)N1CC2(C)CC1CC(C)(C)C2 (centres undefined),-9.3,0.5,0.6,-0.3,5.4,-3.9,1.2,-2.3,-1.6
CC(Oc1ccc(F)cc1)C(=O)Nc1cccc(-c2nn[nH]n2)c1 (centres undefined),-5.0,-0.1,-0.1,3.5,5.1,1.1,3.4,-4.6,-5.9
Cc1ccc(C(N)=Nc2ccccc2)cc1,-4.1,6.8,5.5,-13.8,10.2,3.6,-6.5,-0.9,1.0
CCOC(=O)C1CCN(C(=O)CNC(=O)c2nn(-c3ccc(OC)c(OC)c3)c(=O)c3ccccc23)CC1,11.4,-0.9,14.4,7.0,-6.8,-11.5,11.2,3.2,-1.7
CCOC(=O)CCCn1c(C)nc(=O)c(-c2ccccc2)c1C,-15.3,5.0,1.0,4.2,12.3,19.5,-17.5,-2.1,-6.2
Cc1cc(-c2ccccc2)nc2oc3c(c12)NC(=O)CN(c1ccccc1)C3=O,-14.0,0.6,1.5,10.3,9.6,4.0,6.9,1.1,2.0
COc1ccccc1Nc1nn2c(=O)c3ccc(C(=O)N4CCC(C)CC4)cc3nc2s1,9.4,0.3,11.6,0.3,-4.9,-6.8,8.2,-2.5,-9.5
Cc1ccc(NC(=O)CSC2=C(C#N)C(c3ccc4c(c3)OCO4)C3=C(CCCC3=O)N2)c(C)c1 (centres undefined),4.2,0.4,0.8,17.7,2.9,9.4,0.4,-2.0,-1.6
CCOc1ccc(OCc2ccc(C(=O)NN=Cc3ccc[nH]3)cc2)cc1,-7.7,-0.8,3.4,-3.2,15.7,7.2,9.5,3.9,-5.7
COc1ccc(/C(O)=C2\C(=O)C(=O)N(CCN(C)C)C2c2cc(OC)c(OC)c(OC)c2)c(C)c1 (centres undefined),2.2,1.3,0.0,6.8,-0.9,2.5,-2.8,0.2,-1.6
CN(Cc1ccccc1)CC1C2CCC(C2)C1O (centres undefined),-6.0,0.7,0.9,0.1,3.3,2.5,12.1,-1.8,-0.7
Cc1ccc(S(=O)(=O)N(CC(=O)N/N=C/c2cccc3c2OCCO3)c2ccccc2F)cc1,-10.1,9.4,2.5,4.8,4.6,4.6,-5.3,-3.8,-3.5
Cc1ccc2nc(N3C(=O)CNC3=S)sc2c1,5.0,5.1,1.1,11.7,2.0,-2.2,6.8,9.9,0.6
Cc1ccc(Nc2nnc(SCC3CCCCO3)s2)cc1 (centres undefined),-4.8,0.9,-2.9,2.8,2.6,7.8,-0.5,-4.7,-2.1
CCOC(=O)C1CCN(S(=O)(=O)c2ccc3[nH]c(=O)ccc3c2)CC1,-4.3,1.2,0.8,2.2,3.4,-6.7,-1.1,1.2,2.5
O=C(N/N=C/C(Br)=C/c1ccccc1)c1ccccc1F,-3.4,-1.8,3.1,4.3,12.4,-13.6,24.3,-3.0,-3.8
C#CCOCCOCCOCCNc1nc(N2CCN(C(=O)[C@H]([C@@H](C)CC)n3cc([C@@H](N)CC(C)C)nn3)CC2)nc(N2CCN(C(=O)[C@H]([C@@H](C)CC)n3cc([C@@H](N)CC(C)C)nn3)CC2)n1,-7.0,-0.7,0.8,3.2,2.2,-1.7,5.3,3.2,5.8
CC1CN(C(=O)Nc2cccc(C(F)(F)F)c2)CC(C)O1 (centres undefined),2.9,0.1,7.5,18.9,1.5,2.3,10.9,3.0,-4.4
CCN1C=C(C(=O)OC)C(c2cccc(C)c2)C(C(=O)OC)=C1,-9.1,-0.6,-1.1,2.0,5.0,3.2,-1.4,-14.6,-4.8
c1ccc(-c2cc3c(N4CCN(c5ccccc5)CC4)ncnc3s2)cc1,1.9,1.2,3.5,-4.7,-6.8,-4.4,-6.8,-0.7,-0.3
CCCCNC(=O)N1c2ccccc2CC1C (centres undefined),1.1,-1.3,2.1,4.5,1.1,16.3,12.2,-0.8,-0.7
Cc1cccc(C(C)C)c1NC(=O)COC(=O)CCN1C(=O)C2CC=CCC2C1=O (centres undefined),-7.9,0.9,3.4,-11.9,3.2,-0.6,-3.4,1.8,-0.8
Cc1ccc(C(=O)OCC(=O)Nc2ccc(N3CCOCC3)cc2)cc1,3.3,-3.5,1.3,14.1,-1.8,-6.7,3.1,2.9,-1.5
O=C(Nc1cc(S(=O)(=O)N2CCOCC2)ccc1N1CCOCC1)c1ccccc1F,2.2,-0.3,1.4,7.8,2.6,-2.5,15.7,1.5,-1.5
CCc1ccc(N(C(=O)CCC(=O)Nc2cc(C)on2)C(C(=O)NC2CCCC2)c2ccco2)cc1 (centres undefined),1.4,-0.3,0.5,-11.4,-1.3,9.2,0.5,-2.6,-2.0
O=C(CN1CCN(S(=O)(=O)c2cccc(F)c2)CC1)Nc1ccnn1C1CCCC1,-14.3,-0.2,2.4,-3.4,-0.3,1.2,0.3,2.1,-0.1
COc1cc(NC(=O)CCc2nnc3ccc(N4CCCC4)nn23)cc(OC)c1OC,26.8,0.1,10.7,5.7,-8.1,0.2,17.3,-1.4,-8.8
COc1ccc(/C(O)=C/C(=O)C(=O)NNC(=O)c2ccccc2)cc1,-13.7,5.2,2.1,8.0,4.7,0.6,7.8,-2.0,1.0
CCOc1ccc(C(=O)CCC(=O)N2CCN(S(=O)(=O)c3cccc(F)c3)CC2)cc1,-9.1,-0.2,5.5,-2.1,12.2,1.6,17.5,0.6,-9.6
CC(C)c1ccc(/C=N/N2CCCCC2)cc1,1.0,5.9,0.0,9.2,2.6,-5.2,1.2,6.5,1.6
COc1ccccc1C1c2ccc3ccccc3c2Oc2ncn(CCN(C)C)c(=N)c21 (centres undefined),1.0,3.9,2.8,-3.1,-7.5,-3.6,6.2,-6.5,-1.0
O=C(c1ccccc1F)N1CCN=C1SCc1cccnc1,-4.7,-0.3,-0.7,0.8,-1.6,-2.6,4.6,2.6,-7.9
CN1CCN(C(=O)CNC(=O)c2cccs2)CC1,-15.6,-0.7,0.7,-11.8,3.5,7.3,10.8,-0.9,-3.1
N#Cc1ccc(-c2ccccc2)nc1SCC(=O)c1cc2ccccc2oc1=O,-14.2,1.8,1.3,-12.7,-2.2,-1.0,-5.4,-5.0,5.9

# No new results follow: entries from further up.
SMILES,CHRM1 antagonist,CRFBP-R2 agonist,CHRM4 agonist,M4 antag,CHRM1 PAM,M4 PAM,CHRM5 antagonist,M5 ag,CHRM5 PAM
O=C(c1ccccc1F)N1CCN=C1SCc1cccnc1,-4.7,-0.3,-0.7,0.8,-1.6,-2.6,4.6,2.6,-7.9
CN1CCN(C(=O)CNC(=O)c2cccs2)CC1,-15.6,-0.7,0.7,-11.8,3.5,7.3,10.8,-0.9,-3.1
N#Cc1ccc(-c2ccccc2)nc1SCC(=O)c1cc2ccccc2oc1=O,-14.2,1.8,1.3,-12.7,-2.2,-1.0,-5.4,-5.0,5.9

# Remaining list, next part
SMILES,CHRM1 antagonist,CRFBP-R2 agonist,CHRM4 agonist,M4 antag,CHRM1 PAM,M4 PAM,CHRM5 antagonist,M5 ag,CHRM5 PAM
CN1CCCc2cc(C=O)ccc21,-29.4,1.0,0.3,4.5,8.9,-1.6,-3.5,-8.5,7.5
CN(CCC#N)C(=O)COc1ccc(Br)cc1Cl,-1.5,-1.9,0.9,8.2,4.1,5.4,7.1,-2.9,-0.6
Cn1/c(=N\NC(=O)c2ccccc2Cl)sc2ccccc21,4.1,-1.9,0.8,6.4,0.5,5.5,-0.7,-3.5,-5.8
Cc1cc(C)n(-c2nc3ccccc3nc2Nc2ccc(CC(=O)O)cc2)n1,-18.2,0.6,-0.1,-7.5,9.3,11.4,4.5,4.3,-0.5
Cc1ccc(S(=O)(=O)N2CCC(=O)N([C@H](COCc3ccc(Cl)cc3)C(C)C)CC2)cc1,/,/,5.3,-5.0,/,-3.7,5.9,-1.8,-12.4
Nc1ccn(CC(=O)NCCCc2ccccc2)c(=O)n1,-7.7,1.8,1.3,-1.0,6.5,15.6,6.9,1.4,-0.4
CCc1ccc(-c2nc(SCC(=O)N(CC)C3CCS(=O)(=O)C3)n[nH]2)cc1 (centres undefined),-12.7,3.3,-0.5,2.4,8.6,8.3,1.7,-5.8,5.2
O=C1c2cccc3c(Nc4ccccc4Cl)c([N+](=O)[O-])cc(c23)C(=O)N1CCO,7.0,-0.5,1.3,2.8,2.2,13.3,-2.6,-2.9,2.0
O=C(Nc1ccccn1)c1ccc2c(c1)S(=O)(=O)c1ccccc1C2=O,-19.0,-3.6,2.0,0.8,17.0,7.7,13.4,-0.4,3.2
Cc1ccc(S(=O)(=O)NCC(=O)NCC(=O)N(C)Cc2ccc(Br)s2)cc1C,9.8,0.2,6.3,-0.8,-9.1,-3.8,3.2,0.4,-6.3
CN1CCN(S(=O)(=O)c2cccc(S(=O)(=O)c3ccc(Cl)c(Cl)c3)c2)CC1,-8.6,0.3,5.6,1.8,8.0,-1.3,-1.0,-2.2,-3.6
CC1CCc2c(sc(NC(=O)COC(=O)c3ccc(NC(=O)CC#N)cc3)c2C#N)C1 (centres undefined),-13.7,3.8,2.6,-12.3,8.3,10.0,2.0,4.8,2.4
COC(=O)C1CCN(Cc2cc(=O)oc3cc(OC)ccc23)CC1,1.2,-0.2,0.2,11.2,2.4,-0.7,-2.8,1.0,-0.3
CCOc1ccc(OCc2ccc(C(=O)NC(C)(C)C)o2)cc1,2.5,-2.2,5.8,-7.8,1.2,-1.1,12.4,2.8,-8.1
COc1c(OC)c(O)c2c(=O)cc(-c3c(O)cccc3O)oc2c1OC,3.6,-2.6,5.2,-5.1,-5.0,-1.9,5.9,0.6,-6.8
c1ccc(CCC2Cc3ccccc3N2)cc1 (centres undefined),4.2,-3.0,0.7,4.1,-0.1,-0.7,6.2,0.5,-12.6
O=C(N=C1SC2CS(=O)(=O)CC2N1c1ccccc1)c1ccccc1 (centres undefined),-9.9,-2.0,1.7,-0.5,3.5,1.5,14.3,0.9,8.0
COc1ccc(Cl)cc1C(=O)Nc1ccc(OCC(=O)N2CCOCC2)cc1,-9.6,2.4,3.4,6.1,15.7,14.4,-2.4,1.6,18.3*
C/C(=N\NC(=O)c1ccoc1C)c1cccc2ccccc12,-20.3,-0.1,2.1,-7.1,10.3,2.2,13.1,-4.0,-2.7
COCCNC(=O)C(OC(=O)CC1Sc2ccccc2NC1=O)c1ccncc1 (centres undefined),-2.9,1.0,-0.5,9.8,0.9,-7.1,-0.8,2.8,3.1
C[C@@H]1CN([C@@H](C)CO)S(=O)(=O)c2ccc(-c3ccc(C(=O)N(C)C)cc3)cc2O[C@@H]1CN(C)Cc1ccccc1C(=O)O,-12.0,-0.3,0.6,-3.9,5.9,-0.7,-1.3,-0.7,1.2
Cc1cccc(OCc2nnc(SCC(=O)Nc3nccs3)o2)c1,-5.6,-0.8,1.7,1.6,15.9,7.5,13.0,1.4,-1.5
CCOC(=O)c1c(CC(C)C)csc1NC(C)=O,-5.4,-4.5,-1.1,-7.0,0.3,6.9,-8.0,-2.3,0.2

# Screening results deposited in PubChem by several laboratories.
